Screening data as filed in PubChem.
esBAF inh: inhibitors of esBAF chromatin remodeling in mouse ES cells | Bmi1-luciferase knock-in reporter, 24 h; 100% = twice the neutral-well signal | reporter increase, % at 12.5 µM | 350,000 compounds, 2% hits; in the data active = activation above about 40%;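 also: 0% = median of the plate's neutral control wells and 100% = double that signal; a rise in the Bmi1 reporter signal indicates esBAF inhibition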
SIRT5 inh: inhibitors of human sirtuin-5 desuccinylase | Q9NXA8 | Purified SirT5, succinyl-peptide AMC, trypsin-coupled fluorescence | inhibition, % at 15 µM | 330,000 compounds, 1.1% hits | AID 652115; in the data active = inhibition above about 15%
Target sequence (Q9NXA8 whole entry, looked up): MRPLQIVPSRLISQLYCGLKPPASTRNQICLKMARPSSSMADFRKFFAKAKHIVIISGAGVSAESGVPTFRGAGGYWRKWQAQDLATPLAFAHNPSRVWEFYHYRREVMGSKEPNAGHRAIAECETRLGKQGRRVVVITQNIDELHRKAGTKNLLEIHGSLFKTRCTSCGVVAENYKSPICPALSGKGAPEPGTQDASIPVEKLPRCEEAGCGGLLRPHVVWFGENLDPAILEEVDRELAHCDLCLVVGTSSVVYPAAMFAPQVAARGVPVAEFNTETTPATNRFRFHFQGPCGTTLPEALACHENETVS
S100A4 inh HTS: inhibitors of human S100A4 binding to myosin IIA peptide | S100A4/TAMRA-MyoIIA peptide fluorescence polarization | inhibition, % at 10.7 µM | 360,000 compounds, 0.14% hits | AID 652163;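 active = mean inhibition of at least 70% across replicates, with every replicate also reaching that level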
Target sequence (P26447 whole entry, looked up): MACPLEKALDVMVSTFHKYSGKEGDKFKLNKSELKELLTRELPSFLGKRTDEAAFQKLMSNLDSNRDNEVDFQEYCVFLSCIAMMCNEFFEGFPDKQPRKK
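Material: S100A4 monomer (human). Medium: Calcium-containing HEPES buffer, pH 7.2. Probe or stimulus: labelled myosin peptide probe, 5 nM. Compound dosing: one concentration per compound. Timing: polarization read 5 min after assay mix addition, stable 5–60 min. Benchmarks: DMSO as neutral control, TFP as positive control.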
FN deposit inh: fibronectin deposition inhibition. 350,000 compounds, 0.086% hits. inhibition, % at 12.6 µM. AH1F fibroblasts, Alexa488-fibronectin deposition fluorescence, overnight;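 active = mean inhibition across replicates of 30% or more, regardless of how many single replicates reach that level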;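 also: positive control wells lacked labelled fibronectin entirely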
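Assay system: AH1F fibroblast monolayer, labelled fibronectin deposition. Amount: 10000 cells per well. Also added: labelled fibronectin 24 nM. Compound: single-point pinned compound. Incubation: cell attachment 1 h, compound and FN exposure overnight. Detection: fluorescence after three HBSS washes, excitation 485 nm, emission 525 nm. Read-out: inhibition of fibronectin deposition signal.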
LGR2 antag: inhibitors of bursicon-induced Drosophila LGR2 receptor cAMP signaling; HEK293 LGR2, CRE-luciferase, bursicon-stimulated, 4 h; inhibition, % at 9.99 µM; 380,000 compounds, 0.35% hits; AID 720647;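 active = drop in luminescence signal, shown as inhibition above about 50% in the replicate tests, limit read from the data, passing the limit was not always enough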;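 also: agonist challenge used bursicon conditioned medium at about half maximal strength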
Statin myotox sup: suppression of simvastatin myotoxicity. 330,000 compounds, 0.78% hits. rescue of ATP level, % at 7.49 µM. C2C12 myotubes + simvastatin, ATP luminescence, 48 h; scaled: DMSO 0, geranylgeraniol control 100;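 active = mean ATP rescue above about 67%, or every replicate alone reaching that limit, limit read from the data, passing the limit was not always enough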;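 also: myotubes were challenged with 10 µM simvastatin during compound exposure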
Casp6 inh: inhibitors of human caspase-6 | P55212 | purified caspase-6, Z-VEID-R110 cleavage fluorescence | inhibition, % at 12.5 µM | 350,000 compounds, 0.53% hits | AID 686996;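 active = mean inhibition across replicates at least about 35%, with every replicate also reaching that limit, limit read from the data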;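 also: 0% = median of neutral control wells and 100% = no fluorescence left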
Target sequence (P55212 24-179 limits assumed): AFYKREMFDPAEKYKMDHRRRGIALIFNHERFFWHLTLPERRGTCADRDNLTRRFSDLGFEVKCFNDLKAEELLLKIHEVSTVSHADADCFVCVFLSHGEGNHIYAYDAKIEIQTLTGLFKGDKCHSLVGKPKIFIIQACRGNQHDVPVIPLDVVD
Target sequence (P55212 194-293 limits assumed): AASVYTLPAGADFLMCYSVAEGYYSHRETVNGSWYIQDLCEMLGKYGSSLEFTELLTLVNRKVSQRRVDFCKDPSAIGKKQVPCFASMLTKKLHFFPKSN
* marks the source's active call; other numbers are inactive results; / = not tested or not shown.

SMILES | esBAF inh | SIRT5 inh | S100A4 inh HTS | FN deposit inh | LGR2 antag | Statin myotox sup | Casp6 inh
COCCOC(=O)N1C(=O)[C@@]2(c3cc(C#CCC(C(=O)OC)C(=O)OC)ccc31)[C@H](c1ccccc1OCCO)N1[C@H](c3ccccc3)[C@H](c3ccccc3)OC(=O)[C@H]1[C@@H]2C(=O)Nc1nc2ccccc2s1 | / | -4 | 6 | / | / | / | 2
CO[C@@H]1CC[C@@H]2CCN(C)C(=O)[C@H](C)[C@H](OC)CN(C)C(=O)c3cccc(C#N)c3OC[C@H]1O2 | 5 | -1 | 2 | -16 | 8 | 5 | -2
CC(Nc1cccnc1)=C(C#N)C#N | / | 4 | 2 | -1 | -9 | / | -7
CCNC(=O)C1(C)CCN(C(=O)c2cc(F)ccc2C)C1 (configuration not stated) | -9 | / | 0 | / | 3 | 14 | -2
CCCCN(C)C1CCN(C(=S)Nc2cccc(OC)c2)CC1 | / | 6 | 0 | -1 | 8 | / | -8
CNC(=O)[C@H]1O[C@@H](n2cnc3c(NCc4cccc(I)c4)ncnc32)[C@H](O)[C@@H]1O | -7 | 3 | -2 | 12 | -3 | 6 | -4
COc1cccc(-c2sc3ccc(OC)cc3c2C#CC2(O)CCCCC2)c1 | 6 | / | 0 | 1 | -1 | 10 | -4
Cc1ccc(C)c(OCc2cc(C(=O)N(C)Cc3ccccn3)no2)c1 | 27 | 6 | 7 | -11 | 10 | -9 | 6
Cn1cnc(S(=O)(=O)N[C@H]2C=C[C@H](CC(=O)Nc3ccccc3)O[C@@H]2CO)c1 | -3 | -15 | 8 | / | -10 | -3 | -6
CCOc1ccc(NC(=O)C(C)NC(=O)c2ccccc2Cl)cc1S(=O)(=O)N1CCCC1 (configuration not stated) | -3 | 2 | -5 | 1 | -22 | 1 | 6
O=[N+]([O-])c1c(Nc2ccccc2O)cc(N2CCOCC2)c2nonc12 | 10 | -5 | 4 | -10 | -28 | -29 | 2
COc1ccc(-c2cn(-c3ccc(C)c(Cl)c3)c(=S)[nH]2)cc1OC | 6 | 0 | 0 | 20 | -11 | -15 | 3
COc1cccc(C(=O)Nc2ccc3c(c2)OC[C@@H](C)N(C)C[C@H](C)[C@@H](OC)CN(C)C3=O)c1 | 8 | -2 | 1 | 6 | 12 | 4 | 1
Cc1cccc(OCC(=O)NCc2ccccc2)c1 | 0 | -4 | 0 | -5 | 3 | 8 | 3
O=C(Nc1cccc(S(=O)(=O)NC2=NCCCCC2)c1)c1cccnc1Cl | -5 | 1 | 3 | -6 | -12 | 3 | 2
COc1cccc(-c2cc(C(=O)NC3CC3)c3ccccc3n2)c1 | 9 | 0 | -3 | -12 | 14 | 9 | -4
COc1ccccc1NC(=O)COn1nnc2ccc(S(=O)(=O)N3CCOCC3)cc21 | / | -3 | -5 | / | -5 | / | 3
COC(=O)c1c(NC(=O)c2ccc(N(C)S(=O)(=O)c3ccc(C)cc3)cc2)sc2c1CCCC2 | / | -5 | 0 | 1 | 17 | / | -2
O=C(N/N=C(\CC(=O)c1cccs1)C(F)(F)F)c1cccnc1 | / | 6 | -4 | 3 | -14 | / | 1
C[C@H](CO)N1C[C@H](C)[C@@H](CN(C)Cc2ccc3c(c2)OCO3)OCCCC[C@H](C)Oc2ccc(NC(=O)Nc3ccccc3)cc2C1=O | 3 | 1 | 16 | 1 | -14 | / | 1
Cc1ccc(S(=O)(=O)N2C[C@@H](O)COC[C@H]3O[C@@H](CC(=O)N[C@@H]4CCN(Cc5ccccc5)C4)CC[C@@H]32)cc1 | -3 | 2 | -1 | -6 | 20 | 19 | -2
COc1ccc(CC(=O)Nc2ccc(S(=O)(=O)N(C)C3CCN(C)CC3)cc2)cc1 | -6 | 0 | -6 | -3 | 1 | -8 | -31
CCNC(=O)c1ccccc1SCc1ccccc1 | / | -2 | -2 | -10 | 8 | / | 0
C[C@H]1CCCCO[C@H](CN(C)C)[C@@H](C)CN([C@@H](C)CO)C(=O)c2cc(NS(=O)(=O)c3cn(C)cn3)ccc2O1 | / | -1 | 7 | -3 | 2 | / | -4
O=C(C[C@@H]1CC[C@@H]2[C@H](COC[C@@H](O)CN2S(=O)(=O)c2cccc(Cl)c2)O1)N1CCCCC1 | -8 | 3 | 2 | -6 | -9 | 1 | 0

(further entries)
SMILES | esBAF inh | SIRT5 inh | S100A4 inh HTS | FN deposit inh | LGR2 antag | Statin myotox sup | Casp6 inh
Cc1ccc2c(c1)[C@H]1[C@H](CO2)[C@H](c2ccccc2)[C@]2(C)C(=O)NCC(=O)N12 | 3 | / | 23 | 14 | -16 | 3 | -1
COc1cccc(C(O)c2nc(-c3ccc(C)c(C)c3)cs2)c1 (configuration not stated) | 4 | / | -3 | / | -19 | 9 | -4
C[C@@H]1CN([C@@H](C)CO)C(=O)c2cc(NS(=O)(=O)c3cn(C)cn3)ccc2O[C@@H]1CN(C)S(=O)(=O)c1ccc(F)cc1 | 0 | 0 | 2 | 8 | 2 | -29 | 6
O=C(CCCN1C(=O)/C(=C/c2cccs2)SC1=S)Nc1ccc(C(=O)O)cc1 | / | 2 | -1 | 22 | 18 | / | 1
CCc1nnc(NS(=O)(=O)c2ccc(NCc3cc(Cl)ccc3O)cc2)s1 | -4 | -5 | -1 | 5 | 4 | -8 | 3
O=C(c1ccccc1)c1ccc(N2CCN(C(=O)c3cccc(F)c3F)CC2)c(F)c1 | / | -1 | -14 | -11 | 3 | / | 1
CCCN1C[C@@H](C)[C@H](OC)CN(C)C(=O)c2ccc(NC(=O)CC)cc2OC[C@@H]1C | -5 | / | / | -1 | 7 | 3 | /
COc1cccc(/C=N/NC(=O)c2cnccn2)c1O | 29 | 1 | -4 | 7 | -3 | 47 | 3
Nc1ccc2nn(-c3cc([N+](=O)[O-])ccc3O)nc2c1 | 7 | 1 | 4 | -1 | -2 | 4 | 7
CC(C)C(NC(=O)c1ccccc1)C(=O)OCn1nnc2ccccc2c1=O (configuration not stated) | -6 | -2 | -1 | -4 | -11 | -2 | -1
O=C(c1ccc(S(=O)(=O)N2CCCCC2)cc1)N1CCCC(C(F)(F)F)C1 (configuration not stated) | / | -1 | -4 | 1 | -1 | 3 | -3
C/C(=N\NC(=O)c1cccnc1)c1nnn(-c2nonc2N)c1C | / | 0 | -2 | -1 | 9 | / | -1
CCCNC(=O)N1C[C@H](O)COC[C@H]2O[C@@H](CC(=O)N3CCCCC3)CC[C@@H]21 | -3 | 8 | 3 | -2 | -1 | -3 | 0
C[C@@H]1CN([C@@H](C)CO)C(=O)c2cc(NC(=O)Cc3cn(C)c4ccccc34)ccc2O[C@@H]1CN(C)C(=O)Nc1ccc(F)cc1 | -4 | 1 | 36 | 7 | 6 | 8 | -1
Cc1c(C)c2ccc(OCC(=O)Nc3ccc(N4CCC(C)CC4)cc3)cc2oc1=O | -1 | -4 | -8 | -6 | 8 | -15 | -1
CC(C)NC(=O)N1CC(=O)N2[C@H](CO)[C@@H](c3ccc(/C=C/c4ccccc4)cc3)[C@@H]2C1 | / | 1 | -4 | -14 | 5 | / | 0
C/C(=N/NS(=O)(=O)c1ccc(C(C)C)cc1)c1ccncc1 | 13 | -1 | 1 | -1 | -2 | 0 | -1
Cc1ccc(C(=O)NC(C)C2CCCO2)o1 (configuration not stated) | / | 1 | -5 | / | -1 | / | -3
COc1cc2c(cc1[N+](=O)[O-])-c1ccc([N+](=O)[O-])cc1C2=NO | 9 | 2 | 4 | 1 | -8 | 2 | -2
O=C(O)c1cc(-c2ccc3c(c2)OCO3)nc2ccccc12 | 7 | / | / | -5 | / | -6 | /
O=C(CCn1cnc(-c2ccccc2)c1-c1ccccc1)N/N=C/c1ccccc1O | -58 | 3 | -2 | 22 | 0 | 17 | 6
CCN(Cc1ccccc1)S(=O)(=O)CCNC(=O)c1ccc(OC)cc1 | / | 35* | -7 | 0 | -4 | / | 1
C[C@@H]1CN([C@@H](C)CO)C(=O)Cc2cc(NS(=O)(=O)c3ccc(Cl)cc3)ccc2O[C@@H]1CN(C)Cc1ccccc1 | 5 | 2 | -13 | / | -2 | 13 | 1
CCNC(=O)C[C@@H]1C=C[C@H](NC(=O)C2CC2)[C@@H](CO)O1 | 1 | 2 | -1 | -3 | 0 | -2 | -3
CCC(C)COC(c1ccccc1)(c1ccccc1)C(Oc1nc(C)cc(C)n1)C(=O)O (configuration not stated) | 3 | 1 | -4 | -3 | -6 | -10 | 3

An excerpt of these results, as labelled records:
O=C(CCCN1C(=O)/C(=C/c2cccs2)SC1=S)Nc1ccc(C(=O)O)cc1
  esBAF inh = /; SIRT5 inh = 2; S100A4 inh HTS = -1; FN deposit inh = 22; LGR2 antag = 18; Statin myotox sup = /; Casp6 inh = 1

CCc1nnc(NS(=O)(=O)c2ccc(NCc3cc(Cl)ccc3O)cc2)s1
  esBAF inh = -4; SIRT5 inh = -5; S100A4 inh HTS = -1; FN deposit inh = 5; LGR2 antag = 4; Statin myotox sup = -8; Casp6 inh = 3

O=C(c1ccccc1)c1ccc(N2CCN(C(=O)c3cccc(F)c3F)CC2)c(F)c1
  esBAF inh = /; SIRT5 inh = -1; S100A4 inh HTS = -14; FN deposit inh = -11; LGR2 antag = 3; Statin myotox sup = /; Casp6 inh = 1

CCCN1C[C@@H](C)[C@H](OC)CN(C)C(=O)c2ccc(NC(=O)CC)cc2OC[C@@H]1C
  esBAF inh = -5; SIRT5 inh = /; S100A4 inh HTS = /; FN deposit inh = -1; LGR2 antag = 7; Statin myotox sup = 3; Casp6 inh = /

Some entries already given, reduced to SIRT5 inh, FN deposit inh and S100A4 inh HTS:
structure	SIRT5 inh	FN deposit inh	S100A4 inh HTS
Cc1ccc(C(=O)NC(C)C2CCCO2)o1 (configuration not stated)	1	/	-5
COc1cc2c(cc1[N+](=O)[O-])-c1ccc([N+](=O)[O-])cc1C2=NO	2	1	4

Next part
SMILES | esBAF inh | SIRT5 inh | S100A4 inh HTS | FN deposit inh | LGR2 antag | Statin myotox sup | Casp6 inh
COc1ccc(NC(C)=O)cc1S(=O)(=O)Nc1cccc(S(=O)(=O)NC2=NCCC2)c1 | 4 | -5 | 2 | 4 | -7 | -5 | 1
[2H]C([2H])(CCOS(N)(=O)=O)c1ccccc1 | -2 | / | -6 | 3 | -6 | -1 | 0
CCc1cccc2c(C(=O)C(NC(C)CC)c3ccccc3)c[nH]c12 (configuration not stated) | 3 | -4 | -13 | -2 | 4 | -3 | -6
COc1cccc(S(=O)(=O)N2CCCCN3[C@H](CO)[C@H](c4ccc(-c5cccnc5)cc4)[C@H]3C2)c1 | 2 | 2 | -3 | / | -11 | 3 | 2
O=C(C[C@H]1CC[C@@H]2[C@H](COC[C@@H](O)CN2C(=O)c2cnccn2)O1)NCc1ccc(Cl)cc1 | -1 | 6 | -4 | -7 | -21 | 0 | -3
COc1c(C)cc(S(=O)(=O)N2CCOCC2)c(C)c1C | -3 | -2 | 1 | 3 | -9 | 0 | 4

These rows are one share of the data. The share of hits here may be higher or lower than overall.
